MEKK2mut PB1 HTS: MEK5 binding signal on mutant MEKK2 PB1, primary screen, biochemical, multiplex bead flow cytometry, Alexa488-MEK5; Alexa488-MEK5 binding to MEKK2 mutant; percent response, % at 10 µM; hit rate 0.35% among 290,000; AID 1530, 2009; in the data active means percent response above about 24%, passing the limit was not always enough; further: inactives centre near 1; some results filed as inactive read as strong as hits; reference of the scale not given here
DNA FID counter: compounds displacing fluorescent DNA intercalator, primary screen, artefact control for HCV NS3 helicase inhibitor project, biochemical, FID fluorescence; DNA fluorescent intercalator displacement; inhibition, % at 7.9 µM; AID 1845, 2009; hit rate 0.17% among 290,000; in the data active means inhibition above about 37%;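 further: 0% = vehicle and 100% = reference compound; higher means more ethidium bromide displaced from hairpin DNA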
HCV NS3 hel inh: inhibitors of HCV NS3 helicase, primary screen, biochemical, Cy5 molecular beacon fluorescence. NS3 helicase DNA unwinding. Hepatitis C virus NS3 helicase. hit rate 0.56% among 290,000. inhibition, % at 10.9 µM;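 active means inhibition above the mean of all tested compounds plus 3 SD, set per campaign, cut at about 35% in these data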;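 further: 0% = DMSO wells and 100% = thioflavine S control wells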
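Assay system: hepatitis C virus NS3 helicase domain fragment enzyme. Also added: annealed dual-labelled DNA beacon duplex, ATP-started. Timing: 1 h reaction at 25 °C, ATP-initiated. Technique: Cy5 fluorescence at 0 and 60 min, beacon hairpin quenching. Evaluation: % inhibition of unwinding. Replication: one well per compound.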
MEKK2 WT-MEK5: modulators of MEK5 binding to wildtype MEKK2, primary screen, biochemical, multiplex bead flow cytometry, Alexa488-MEK5; binding response (% of control), % at 10 µM; Alexa488-MEK5 binding to MEKK2 WT; actives lie on both sides; hit rate 1.1% among 290,000; Mitogen-activated protein kinase kinase kinase 2 (Homo sapiens), Q9Y2U5; in the data active means binding response below about 67% or above about 130%; inconclusive means no clear call, values can overlap the other calls; inactive means in between
CRFR2-BP ag: agonists of CRF-BP/CRF-R2 complex, primary screen, cell-based, HEK293, calcium dye fluorescence, uHTS; CRF-binding protein / CRF receptor 2 complex (human); calcium dye fluorescence (FLIPR); percent of saturating CRF peptide response; activation, % at 13.2 µM; hit rate 0.46% among 350,000;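 active means activation of at least 50%, plus an integration ratio under a set limit after plate pattern correction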;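 further: plate controls were neutral control wells without compound for no effect and CRF at EC100 for full effect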
GalR3 antagonist: GalR3 antagonists in HEK293 cells, primary screen, cell-based, fluorescence readout; hit rate 0.44% among 360,000; HEK293 GalR3-CNG cAMP membrane potential fluorescence; galR3 body fused to GalR1 C-terminus; Galanin receptor type 3 (Homo sapiens), O60755; AID 651719, 2012; inhibition, % at 3 µM;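 active means inhibition above the screen-wide average plus 3 SD, cut at about 13% in these data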;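 further: forskolin and galanin both at EC90 stimulate the cells; cAMP rise reported by CNG channel membrane potential dye signal; 0% = forskolin plus galanin with DMSO and 100% = forskolin alone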
Target sequence (O60755 1-299 limits assumed): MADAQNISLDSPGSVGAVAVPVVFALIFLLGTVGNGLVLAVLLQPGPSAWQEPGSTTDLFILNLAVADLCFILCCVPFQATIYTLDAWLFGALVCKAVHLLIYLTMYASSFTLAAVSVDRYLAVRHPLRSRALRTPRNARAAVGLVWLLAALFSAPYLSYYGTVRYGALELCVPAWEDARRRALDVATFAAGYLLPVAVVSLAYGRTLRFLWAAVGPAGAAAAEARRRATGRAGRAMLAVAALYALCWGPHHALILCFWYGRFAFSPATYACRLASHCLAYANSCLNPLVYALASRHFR
CRFR2-BP antag: antagonists of CRF-BP/CRF-R2 complex, primary screen, cell-based, HEK293, calcium dye fluorescence, uHTS; CRF-induced calcium fluorescence; inhibition, % at 11.8 µM; hit rate 0.59% among 350,000; AID 588475, 2011;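 active means inhibition of the ligand-induced calcium signal above about 50% at the single tested concentration, limit read from the data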
MEKK3 PB1 HTS: modulators of MEKK3-MEK5 PB1 binding, primary screen, biochemical, wildtype MEKK3, multiplex bead flow cytometry, Alexa488-MEK5; Mitogen-activated protein kinase kinase kinase 3 (Homo sapiens), Q99759; bead-based flow cytometry, Alexa488-MEK5 binding to MEKK3; actives lie on both sides; 0 = blocked by unlabeled MEK5, 100 = vehicle; binding response (% of control), % at 10 µM; hit rate 1.4% among 290,000;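 active means binding response more than 3 SD above or below the average of its plate-row segment, actives on both sides; inconclusive means wells at one plate position flagged as instrument error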;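 further: Alexa488 bead fluorescence after subtracting the streptavidin-only scavenger bead signal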
Target sequence (Q99759 whole entry, looked up): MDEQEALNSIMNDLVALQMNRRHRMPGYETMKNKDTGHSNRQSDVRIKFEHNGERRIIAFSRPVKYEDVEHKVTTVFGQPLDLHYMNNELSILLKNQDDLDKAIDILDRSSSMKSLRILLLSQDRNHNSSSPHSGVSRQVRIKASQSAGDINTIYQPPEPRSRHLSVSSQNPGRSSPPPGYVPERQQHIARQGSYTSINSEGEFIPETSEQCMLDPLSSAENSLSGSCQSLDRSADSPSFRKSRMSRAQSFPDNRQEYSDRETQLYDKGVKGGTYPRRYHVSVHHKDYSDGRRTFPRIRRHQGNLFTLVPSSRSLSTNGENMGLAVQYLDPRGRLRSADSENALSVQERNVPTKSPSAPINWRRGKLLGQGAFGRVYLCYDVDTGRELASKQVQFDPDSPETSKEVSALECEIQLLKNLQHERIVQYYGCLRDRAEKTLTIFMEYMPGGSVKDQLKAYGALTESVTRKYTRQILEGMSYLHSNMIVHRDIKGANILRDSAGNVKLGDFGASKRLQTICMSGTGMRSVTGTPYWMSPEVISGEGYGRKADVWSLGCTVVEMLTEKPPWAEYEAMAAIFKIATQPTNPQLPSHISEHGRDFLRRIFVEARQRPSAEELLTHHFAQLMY
SUMO HTRF inh: inhibitors of in vitro SUMOylation cascade, primary screen, biochemical, HTRF, uHTS | SUMO-conjugating enzyme UBC9 (Homo sapiens), P63279 | HTRF SUMOylation assay, SAE1/SAE2 + UBC9 | inhibition, % at 35 µM | hit rate 0.36% among 290,000 | AID 2006, 2009; in the data active means inhibition above about 50%, passing the limit was not always enough; inconclusive means no clear call, values can overlap the other calls; further: strong numbers were not always called active
Target sequence (P63279 whole entry, looked up): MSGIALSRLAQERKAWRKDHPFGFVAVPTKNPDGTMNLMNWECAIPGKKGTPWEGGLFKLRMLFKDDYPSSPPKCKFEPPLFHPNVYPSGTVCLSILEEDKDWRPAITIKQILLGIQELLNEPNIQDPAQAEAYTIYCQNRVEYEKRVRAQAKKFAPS
Numbers without * were called inactive; ? = inconclusive; nt = not tested or not shown. Some of the compounds tested; rates above refer to the full screens.

SMILES	MEKK2mut PB1 HTS	DNA FID counter	HCV NS3 hel inh	MEKK2 WT-MEK5	CRFR2-BP ag	GalR3 antagonist	CRFR2-BP antag	MEKK3 PB1 HTS	SUMO HTRF inh
COc1ccc(C2(O)C(=O)Nc3ccc(C)cc32)cc1OC (centres undefined)	4	-1	16	107	-0.3	-11	1	102	-11
CCCCSc1nnc(-c2ccc(C)cc2)c2ccccc12	0	-7	9	101	7.7	4	3	102	-19
C=C(C)c1cccc(C(C)(C)NC(=O)N2CCCC2)c1	20	-6	7	110	-2.6	4	14	114	-1
COc1cccc(CC2(CO)CCN(Cc3cnc(N4CCOCC4)s3)CC2)c1	-9	1	2	99	-0.2	-9	-2	99	15
O=C(NCCCN1CCOCC1)C(=O)NCC1OCCN1S(=O)(=O)c1ccc(Br)cc1 (centres undefined)	7	0	-10	108	-0.2	0	-14	100	7
O=C1NN=C(c2ccc(Cl)cc2)CC1c1cccc(Cl)c1 (centres undefined)	12	-19	-1	99	-1.3	3	-18	101	-3
Cc1cc(CN(C)C(=O)C2CCC(=O)N(CCc3ccccc3)C2)n[nH]1 (centres undefined)	1	-16	2	104	0.5	-2	6	100	4
COc1cccc(OCCCCSc2ncccn2)c1	3	-13	-6	104	-0.6	3	16	105	9
Cc1ccc(NC(=O)COC(=O)CNC(=O)C2CCCCC2)c(Br)c1	-1	-9	-3	98	-6.7	-5	11	106	3
CN(C)S(=O)(=O)c1ccc(C(=O)NCC(=O)Nc2ccc(F)c(F)c2)cc1	11	2	2	111	-1.2	-5	12	108	7
Clc1cccc(NCc2ccccc2)n1	2	-5	6	99	-9.1	-8	26	100	-6
O=C(c1n[nH]c2c1CCC2)N1CCCC(Nc2cccc(F)c2)C1 (centres undefined)	-9	-24	4	91	-0.6	-2	10	94	-4
CCOC(=O)c1c(C)nc2cc(C)ccn12	4	1	-6	104	-0.7	-7	12	99	-10
CCCS(=O)(=O)N1CCC(C(=O)NCCN2CCCC2)CC1	1	-1	-10	101	2.4	-2	8	102	-13
CC1(C)CC(=O)C=C(NC2CC(C)(C)NC(C)(C)C2)C1	5	-4	3	109	-1.7	3	-14	105	-6
CCCCSc1cc(C)nc(N)n1	6	-8	28	108	-0.9	-1	10	96	1
NS(=O)(=O)c1ccc(CNC(=O)Cc2c(F)cccc2Cl)cc1	-6	-2	-4	99	1.8	-5	-1	99	6
CCOc1ccc(N=C2SCC(=O)N2CC)cc1	1	-7	-6	95	-3.9	-7	8	92	-4
COC(=O)c1ccccc1NC(=O)c1noc2c1CCC2	6	nt	nt	102	1.2	-4	-7	104	-4
CCCC(=O)Nc1ccc(Cc2ccc(NC(=O)CCC)c(C(=O)O)c2)cc1C(=O)O	6	-32	0	104	-3.6	-6	29	102	5
O=C(O)CSc1nnc(-c2ccco2)o1	9	1	-2	110	1.4	-4	19	107	16
COc1cccc(/C=C2\SC(=S)N(CCC(=O)NCCc3ccc(O)cc3)C2=O)c1	0	-35	5	102	6.4	-7	27	98	30
CC(=NCCc1c(C)[nH]c2ccc(OCc3ccccc3)cc12)C1=C(O)CC(c2ccccc2)CC1=O (centres undefined)	-1	-5	-3	100	-0.5	-7	29	102	-9
COCCNC(=O)/C(C#N)=C/c1c(N2CCN(C)CC2)nc2c(C)cccn2c1=O	11	-8	3	108	0.5	-11	-4	111	15
COc1ccc(OC)c(CN(CCN2CCOCC2)C(=O)Nc2ccccc2)c1	-2	-8	0	94	0.5	1	-1	97	1

Ordered by molecular weight (descending): some entries from above.
SMILES	MEKK2mut PB1 HTS	DNA FID counter	HCV NS3 hel inh	MEKK2 WT-MEK5	CRFR2-BP ag	GalR3 antagonist	CRFR2-BP antag	MEKK3 PB1 HTS	SUMO HTRF inh
NS(=O)(=O)c1ccc(CNC(=O)Cc2c(F)cccc2Cl)cc1	-6	-2	-4	99	1.8	-5	-1	99	6
Cc1cc(CN(C)C(=O)C2CCC(=O)N(CCc3ccccc3)C2)n[nH]1 (centres undefined)	1	-16	2	104	0.5	-2	6	100	4
O=C(c1n[nH]c2c1CCC2)N1CCCC(Nc2cccc(F)c2)C1 (centres undefined)	-9	-24	4	91	-0.6	-2	10	94	-4
COc1ccc(C2(O)C(=O)Nc3ccc(C)cc32)cc1OC (centres undefined)	4	-1	16	107	-0.3	-11	1	102	-11

(listing goes on)
SMILES	MEKK2mut PB1 HTS	DNA FID counter	HCV NS3 hel inh	MEKK2 WT-MEK5	CRFR2-BP ag	GalR3 antagonist	CRFR2-BP antag	MEKK3 PB1 HTS	SUMO HTRF inh
COc1ccc(CCN2CC(C(=O)NCc3ccc(F)cc3)CC2=O)cc1OC (centres undefined)	0	-13	-6	103	1.9	-1	-1	101	5
COc1cc(OC)cc(C(=O)N/N=C\c2ccoc2)c1	9	-8	8	110	1.5	-2	-2	106	13
C=CCn1c(=O)c(CCC(=O)Nc2ccc(N3CCOCC3)cc2)nc2cc(C(F)(F)F)ccc21	-1	-30	-5	99	-0.8	-9	10	97	nt
CCc1sc(C(=O)Nc2nccs2)cc1C	5	-5	-11	106	-3.9	-13	-28	101	11
O=C(CN1CCCCC1)Nc1scc2c1c(=O)oc1ccccc12	2	-1	-18	103	-0.4	-1	3	103	19
O=C(O)Cc1cn(Cc2cccc(Cl)c2)c2ccccc12	-2	-39	5	105	-1.4	0	-1	107	16
O=C(Nc1ccc(N2CCN(C(=O)c3ccccc3)CC2)cc1)c1cccs1	1	-22	-7	100	-0.1	-8	18	100	27
COC(=O)c1cccc(Oc2cccc(C(F)(F)F)c2)n1	3	0	5	106	-0.7	-3	6	104	-7
CCn1c(COc2ccccc2C(N)=O)nc2ccccc21	-9	0	-6	94	-1.6	-1	2	88	14
CCCCNc1nnc(CCn2nc(C)c(Br)c2C)s1	-1	-10	-6	97	0.9	-6	-30	96	-7
CCOC(=O)c1[nH]c2ccc(F)cc2c1NC(=O)Nc1ccccc1OC	4	5	6	104	2.4	0	-10	106	-1
COc1ccc(C(=O)Nc2ccc(S(=O)(=O)N3CCCC3)cc2)cc1[N+](=O)[O-]	1	-4	-10	102	0.3	1	0	99	-2
CN(c1ncnc(N)c1[N+](=O)[O-])C1CCCCC1	0	-5	-2	101	-0.4	1	-63	102	6
Cc1ccc2nc3c(cc(C(=O)NCCCn4ccnc4)n3C)c(=O)n2c1	0	3	-1	101	1.2	-5	0	104	?
CCCCNc1ccc2nsnc2c1[N+](=O)[O-]	3	2	-1	108	-2.7	5	-4	107	29
Cc1c(C)c(C)c(S(=O)(=O)NCCc2ccncc2)c(C)c1C	1	-18	-10	102	0.3	-7	-5	101	1
COc1cccc(-c2nc(N3CCN(C)CC3)c3ccccc3n2)c1O	14	34	23	117	-2.5	-7	4	104	0
COc1ccc(CNC(=O)COc2ccc(Br)c(C)c2)cc1	14	-26	7	106	-2.8	-11	7	113	-3
CC12C(=O)N(Cc3ccccc3)C(=O)C1C1C=CC2C1 (centres undefined)	7	-4	-6	113	-2.8	-7	-6	107	2
COc1cc(C2C(C(=O)Nc3ccc(F)cc3)=C(C)Nc3nc(CCCO)nn32)cc(OC)c1OC (centres undefined)	5	nt	nt	107	-1.1	3	6	104	11
CCOc1ccc(N2C(=O)/C(=C/c3cccs3)N(CC(=O)OC)C2=S)cc1	-4	-3	1	91	1.9	-5	-16	97	4
CCOC(=O)c1[nH]c(C)c(C(=O)NC)c1C	1	0	-8	100	0.5	2	20	101	4
CNC(=O)c1ccc(N(Cc2ccccc2)S(C)(=O)=O)cc1	4	-3	-1	111	1.5	-2	-7	104	-10
O=S(=O)(Nc1nc2ccc(Cl)cc2s1)c1cccs1	-4	-18	0	96	-0.4	nt	19	99	0
COC(=O)C1=C(C(=O)OC)[C@@H]2N(Cc3ccccc3)c3ccccc3[C@@]23C[C@@H](C(=O)OC)N(C(=O)C2CCC2)C3=N1	-5	nt	nt	96	-1.5	nt	-1	102	nt

The results go on:
SMILES	MEKK2mut PB1 HTS	DNA FID counter	HCV NS3 hel inh	MEKK2 WT-MEK5	CRFR2-BP ag	GalR3 antagonist	CRFR2-BP antag	MEKK3 PB1 HTS	SUMO HTRF inh
O=C(Nc1nnc(SCc2ccc(F)cc2)s1)C1Cc2ccccc2CN1C(=O)c1ccco1 (centres undefined)	-7	-29	-6	92	2.0	-3	-27	98	26
COc1ccc(N2C(=O)CCC(C(=O)O)C2c2ccc(F)cc2)cc1 (centres undefined)	8	3	8	103	0.7	-1	-5	109	13
CC1CCc2cc(F)ccc2N1C(=O)c1cccnc1 (centres undefined)	0	-15	1	103	2.0	-9	-1	104	-13
CCOC(=O)c1c(C)[nH]c(C(=O)OCC(=O)N2CCN(S(=O)(=O)c3ccccc3)CC2)c1C	4	-7	0	110	-0.2	-8	-8	102	-8
CC(C)CCNC(=O)C(c1ccncc1)N(CC1CCCO1)C(=O)Cn1nnc(-c2ccc(F)cc2)n1 (centres undefined)	0	-1	9	102	-0.2	-1	5	104	6
Cc1ccc2cc(C)c(Sc3nnnn3-c3ccccc3)nc2c1	-2	2	0	92	2.9	2	14	94	3
COc1ccccc1C1=NC(c2ccccc2)CN1c1ccccc1 (centres undefined)	11	2	1	106	-0.3	-11	-6	110	15
O=C(NC(CO)Cc1ccc([N+](=O)[O-])cc1)C(Cl)Cl (centres undefined)	-1	-3	-3	96	-1.1	nt	8	85	2
Cc1nn(CC(=O)Nc2ccc(C(=O)N3CCCCC3)cc2)c(=O)c2ccccc12	11	-33	0	102	0.0	-4	-21	103	-4
O=C1CSC(c2ccccc2F)N1c1ccccc1 (centres undefined)	5	-7	-2	91	-0.5	-6	19	84	3
S=C(c1ccc(-c2ccc(Cl)cc2Cl)o1)N1CCCC1	-37	-12	31	72	4.5	-1	-24	66	3
Cc1ccccc1C(=O)O/N=C(\N)c1ccc([N+](=O)[O-])cc1	5	-5	-17	104	1.3	-13	-1	104	16
Cc1ccc(-c2ccnc3[nH]n(-c4ccccc4)c(=O)c23)cc1	1	-9	16	98	0.1	-8	4	93	2
CCCNC(=O)CSc1nnc(-c2ccco2)n1C	0	1	-7	104	8.1	-1	-8	101	25
CCCCCC1CC(CC#CCN2CCOCC2)C(=O)O1 (centres undefined)	8	-3	-4	113	5.0	-8	-4	110	22
CCCCc1nc2cc(C(=O)N(C)C(C)c3ccccn3)ccc2o1 (centres undefined)	1	-36	7	98	-2.1	-11	0	102	-13
Cc1ccc(C(C#N)N2CCOCC2)cc1 (centres undefined)	1	-2	0	96	-3.1	-6	8	92	4
Cc1ccccc1-c1nnc(SCC(=O)NC2CCCCC2)o1	-9	-24	-6	93	0.6	-5	2	90	-5
O=c1c2cc(NC(=S)NC3CCN(Cc4ccccc4)CC3)ccc2nc2n1CCCCC2	-13	9	-27	88	-0.8	-5	-13	86	-6
O=C(NC1=NCCS1)C12CC3CC(C1)CC(C(=O)NC1=NCCS1)(C3)C2	5	-6	2	112	-0.3	-2	26	104	14

Screening data as filed in PubChem.
